# TSHR antagonist – blocks TSH signaling through the human TSH receptor | P16473 | TSHR-expressing cells, TSH-stimulated cAMP HTRF, 2 h; active compounds read low | activity change, negative = inhibition, % at 11.5 µM | 0.2% of 330,000 active;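 active means activity change below a set negative limit, meaning inhibition stronger than a set level, cut at about -70% in these data; inconclusive means activity change between two set negative limits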; further: on the % scale 0 is the no-effect control and ±100 the full control effect
# Target sequence (P16473 whole entry, looked up): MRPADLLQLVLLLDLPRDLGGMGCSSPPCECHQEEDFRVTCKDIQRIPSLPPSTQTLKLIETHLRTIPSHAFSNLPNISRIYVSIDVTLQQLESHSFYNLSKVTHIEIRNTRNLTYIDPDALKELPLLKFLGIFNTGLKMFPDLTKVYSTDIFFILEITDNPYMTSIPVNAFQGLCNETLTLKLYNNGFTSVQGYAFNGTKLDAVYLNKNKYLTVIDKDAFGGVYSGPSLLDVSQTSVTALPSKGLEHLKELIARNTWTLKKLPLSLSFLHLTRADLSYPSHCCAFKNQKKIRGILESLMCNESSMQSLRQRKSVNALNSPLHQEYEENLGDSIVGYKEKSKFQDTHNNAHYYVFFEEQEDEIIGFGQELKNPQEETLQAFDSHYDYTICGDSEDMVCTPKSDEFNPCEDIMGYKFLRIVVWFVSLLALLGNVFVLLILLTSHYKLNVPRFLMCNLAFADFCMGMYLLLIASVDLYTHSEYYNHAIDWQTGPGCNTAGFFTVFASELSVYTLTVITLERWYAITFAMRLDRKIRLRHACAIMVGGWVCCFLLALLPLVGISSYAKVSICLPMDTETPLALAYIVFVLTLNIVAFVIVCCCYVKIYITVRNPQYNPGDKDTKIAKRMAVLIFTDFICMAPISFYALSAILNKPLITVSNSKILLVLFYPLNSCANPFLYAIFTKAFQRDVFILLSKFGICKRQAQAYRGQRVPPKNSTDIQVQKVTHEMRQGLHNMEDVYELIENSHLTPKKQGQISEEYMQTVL
#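 TSHR-expressing cells, 200/well, pre-treated with compound, then stimulated with EC80 TSH (4nM final) for 2 hours at 37 deg C. cAMP measured by competitive HTRF: anti-cAMP cryptate antibody in lysis buffer plus cAMP-d2, read after 30 minutes at room temperature.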
# Mito fusion yeast – mitochondrial division inhibition or fusion activation | S. cerevisiae fusion-defective mutant growth rescue, CellTiterGlo 48 h | Potency, µM (titrated, usually from 46.1 µM), for the others: at the highest dose growth rescue (activation), most hits filed as activators | 0.23% of 320,000 active | AID 485298;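 further: potency means the concentration at half of the fitted maximal effect; % of control where 0% means no effect; nearly all actives have a fitted effect of over 45% in size; temperature-sensitive fusion mutants such as fzo1-1 at 37 °C on non-fermentable ethanol glycerol medium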
#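 Growth-rescue viability read-out: after 48 h at the non-permissive 37C in glycerol/ethanol YPEG, yeast mitochondrial fusion mutants are measured by CellTiterGlo luminescence; compounds (23 nl pinned per well) restoring growth score as division inhibitors or fusion activators.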
# USP2a inh – inhibitors of human ubiquitin-specific protease USP2a; USP2 core, Ub-CHOP2 coupled fluorogenic reporter, 485/531; Potency, µM (highest dose often 38.3 µM), for inactives: at the highest dose activity change, negative = inhibition, most hits filed as inhibitors; 0.01% of 330,000 active; AID 463254;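 further: potency means the concentration at half of the fitted maximal effect; plate controls were DMSO wells for no effect and full inhibition by NEM control for full effect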
#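 USP2 core (10nM final) preincubated 30min RT with compound in 20mM Tris-HCl pH 8.0, 2mM CaCl2, 2mM beta-mercaptoethanol, 0.05% CHAPS; 25nM Ub-CHOP2 plus 25nM reporter substrate added, fluorescence (Ex485/Em531) read after 60min.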
# MBNL1 CUG block – blocks human MBNL1 binding to CUG repeat RNA | Q9NR56 | TR-FRET MBNL1-His/biotin-(CUG)12 binding, 665/545 ratio | Potency, µM (titrated, usually from 57.5 µM), for the others: top-dose activity change, negative = inhibition, hits mostly inhibitors | 0.036% of 280,000 active; active means well fitted inhibition curve with a large enough effect in the signal ratio, with a control signal flat, not every such curve was filed as active; inconclusive means small, poorly fitted or top-dose-only effect, or effect the other way, or a change in a side signal; inactive means no such curve, though single readings can be large or run the other way; the % refers to the signal ratio; further: potency means the concentration at half of the fitted maximal effect; on the % scale 0 is the no-effect control and ±100 the full control effect
#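 TR-FRET between His-tagged MBNL1 and biotin-(CUG)12 RNA, detected with Tb anti-His antibody (0.055 ng/ul) and streptavidin-XL665 (5 nM), 60 min at room temperature. Compounds titrated 92 nM to 58 uM; 665/545 nm ratio normalized to buffer and complex controls.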
# Eya2 inh – inhibitors of human Eya2 phosphatase activity; O00167; recombinant Eya2, OMFP fluorescence dephosphorylation (OMFP is methylfluorescein phosphate); Potency, µM (series often up to 76.9 µM), for the others: at the highest dose activity, negative = inhibition, usual class: inhibitors; 0.006% of 330,000 active; AID 488837; further: potency means the concentration at half of the fitted maximal effect; on the % scale 0 is the no-effect control and ±100 the full control effect
#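 Eya2 (0.2 uM) preincubated 10 min at ambient with compound, then OMFP substrate added at 50 uM; 10 min reaction in 50 mM HEPES pH 7.5, 50 mM NaCl, 5 uM MgCl2, 0.05% BSA, 1 mM DTT. Fluorescence read at Ex 485/Em 525 nm.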
# ASM inhibitor – human S-ASM enzyme inhibition; Potency, µM (doses to about 57.5 µM), inactives show top-dose activity change, negative = inhibition, actives largely listed as inhibitors; placental ASM, HMU-PC fluorogenic substrate, 60 min; P17405; 0.006% of 340,000 active; AID 504937; further: potency means the concentration at half of the fitted maximal effect
#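 Human placenta-derived ASM preincubated with compound 10 min at room temperature, then reacted with 9 uM (final) fluorogenic HMU-PC substrate for 60 min at 37 C. Stop solution raises pH to 10; fluorescence read at Ex 386/Em 447 nm.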
# GALK inh – blocks human galactokinase activity | Purified GALK, Kinase-Glo residual ATP luminescence | Potency, µM (doses to about 57.5 µM), for inactives: at the highest dose activity change, negative = inhibition, hits mostly inhibitors | 0.007% of 270,000 active | P51570 | AID 1868; further: potency means the concentration at half of the fitted maximal effect; on the % scale 0 is the no-effect control and ±100 the full control effect
#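 GALK at 5 nM final was combined with compound, 35 uM ATP and 100 uM galactose in HEPES pH8.0 with MgCl2 and DTT. The reaction ran one hour at room temperature before luminescent ATP detection.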
# Chronic BCR inh – chronic active BCR signaling inhibition; ABC-DLBCL IkBa-CBG/CBR reporter, luminescence ratio, 4 h; Potency, µM (doses to about 46.1 µM), for the others: top-dose ratio change, negative = lower green/red ratio, hits mostly inhibitors; 0.05% of 340,000 active; active means well fitted inhibition curve with a large enough effect in the signal ratio, with a control signal flat, not every such curve was filed as active; inconclusive means small, poorly fitted or top-dose-only effect, or effect the other way, or a change in a side signal; the % refers to the signal ratio;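 further: potency means the concentration at half of the fitted maximal effect; plate controls were basal doxycycline-induced cells for no effect and cells given 10 µM MG132 for full effect; MG132 reads +100%, hits lower the ratio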
#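 TMD8 human ABC-DLBCL cells with doxycycline-inducible IκBα–green luciferase fusion and unfused red luciferase, in 0.5% FBS medium; compounds up to 46 uM, 4 h at 37C. Green/red luminescence ratio, filter-overlap corrected, fitted to concentration-response curves.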
# PKM2 act – PKM2 (human) enzyme activation; P14618; purified PKM2, Kinase-Glo ATP luminescence, activation; response scale: 0% is enzyme alone, no compound; Potency, µM (series often up to 57.5 µM), for inactives: at the highest dose activation, actives largely listed as activators; 0.34% of 260,000 active; further: potency means the concentration at half of the fitted maximal effect; on the % scale 0 is the no-effect control and ±100 the full control effect; nearly all actives have a fitted effect of over 55% in size
#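 hPK-M2, >95% pure; 0.1 mM ADP / 0.5 mM PEP final; imidazole pH7.2 buffer w/ 7 mM MgCl2, 50 mM KCl; 1 h RT; Kinase-Glo lum. Intermediate enzyme activity for dual inhibitor/activator qHTS.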
# hERG WT inh – blocks the wildtype human KCNH2 potassium channel; Q12809; U2OS, BacMam KCNH2, thallium flux FluxOr; active compounds read low; activity change, % at 1.84 µM; 0.37% of 340,000 active; AID 720551;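 active means maximum activity change below -70%; inconclusive means maximum activity change between -70% and -50%; inactive means maximum activity change above -50%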; further: on the % scale 0 is the no-effect control and ±100 the full control effect
#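 U2OS cells transduced with wild-type KCNH2 virus are loaded with FluxOr dye for 45 min, and thallium flux is measured in kinetic reads before and after stimulation buffer. Rate constants are normalized to DMSO controls.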
# Menin-MLL TR inh – menin-MLL binding inhibition, Texas Red mutant peptide | O00255 | Menin + Texas Red MLL mutant peptide, fluorescence polarization | Potency, µM (titrated, usually from 61.6 µM), without a hit: at the highest dose FP activity change, negative = inhibition, actives largely listed as inhibitors | 0.23% of 270,000 active | AID 1768; active means well fitted inhibition curve with a large enough effect in the polarisation, with a control signal flat, not every such curve was filed as active; inconclusive means small, poorly fitted or top-dose-only effect, or effect the other way, or a change in a side signal; inactive means no such curve, though single readings can be large or run the other way; the % refers to the polarisation; further: potency means the concentration at half of the fitted maximal effect; % of control where 0% means no effect; many of its hits are not listed in these tables
# Starred values were filed as active, the others as inactive; ? = inconclusive; nt = no result given; [ ] = remark or other dose. Unless noted, the call rests on the fitted dose curve; in most records, active means well fitted curve in the direction sought with a large enough effect; inconclusive means small, poorly fitted or top-dose-only effect, or another doubt; inactive means no such curve, though single readings can be large; an effect the other way counts as inactive or inconclusive.
SMILES,TSHR antagonist,Mito fusion yeast,USP2a inh,MBNL1 CUG block,Eya2 inh,ASM inhibitor,GALK inh,Chronic BCR inh,PKM2 act,hERG WT inh,Menin-MLL TR inh
CC(C)(C)NS(=O)(=O)c1ccc(NC(=S)NC(=O)C2CC2)cc1,24,-1%,-4%,-2%,-9%,-2%,6%,-8%,-1%,5,nt
Cc1ccc2c(c1)N(C(=O)CCC(=O)NCCCN(C)Cc1ccccc1)CCO2,10,0%,-1%,6%,12%,5%,nt,-4%,-3%,14,-2%
CCOC(=O)c1ccccc1NC(=O)c1ccc(F)cc1,-13,20%,8%,-5%,5%,1%,1%,5%,0%,4,10%
Cc1cccc2sc(NC(=O)CSc3cn[nH]n3)nc12,-4,10%,0%,-6%,-3%,0%,-1%,?,nt,-8,29%
CCN(Cc1ccncc1)C(=O)c1cc(COc2ccc(OC)cc2Cl)on1,-1,-3%,1%,3%,-8%,-6%,7%,3%,-1%,-9,nt
c1ccc2c(c1)CCN(c1nc3cc4c(cc3s1)OCCO4)C2,?,-4%,-11%,7%,-11%,29%,2%,?,-1%,-4,18%
COc1ccc(C(=O)N2CCc3cc(OC)c(OC)cc3C2c2ccc(OC)c(OC)c2)cc1OC (configuration not stated),9,4%,-9%,3%,1%,-2%,3%,?,nt,7,?
CCOC(=O)c1c(-c2ccc(OC)cc2)csc1NC(=O)CNCc1ccco1,-22,0%,-2%,-8%,-4%,-6%,-1%,?,6%,-12,?
O=C(Cn1cncn1)NCc1cccc(OC(F)F)c1,9,-1%,2%,-3%,-1%,5%,0%,-7%,2%,3,-4%
S=c1[nH]nc(-c2ccc(Cl)cc2Cl)n1Cc1ccccc1,-37,17%,-1%,-18%,-8%,-7%,1%,?,-8%,-1,18%
CCN(CC)CCN(C(=O)C1=COCCO1)c1nc2ccc(C)cc2s1,-3,-1%,-1%,-4%,-4%,-6%,0%,-2%,nt,30,nt
CCCCOc1ccc(C(=O)NCC(=O)NCCOc2ccccc2OC)cc1,-10,1%,8%,nt,3%,1%,nt,5%,nt,-5,nt
O=C(CCCc1ccccc1)N=C1SC2CS(=O)(=O)CC2N1c1ccccc1 (configuration not stated),8,-9%,-1%,-1%,-4%,-2%,7%,-4%,nt,-3,nt
Cc1cc(-c2ccccc2)nc2oc(C(=O)NN)c(N)c12,-5,-2%,-1%,?,-11%,288%[activator],-2%,?,1%,0,nt
COc1ccc(C(=O)N/C(=C\c2cn(C)c3ccccc23)C(=O)N2CCN(C)CC2)cc1,3,7%,3%,8%,1%,3%,-4%,4%,nt,3,nt
CC(=O)Oc1ccc2ccccc2c1C(NC(=O)Cc1ccccc1)c1ccccc1Cl (configuration not stated),-5,14%,-6%,7%,6%,-4%,-2%,?,1%,1,-6%
CCOC(=O)C(NC(=O)c1ccc(Cl)cc1Cl)(Nc1ccc(C)cc1)C(F)(F)F (configuration not stated),2,3%,0%,5%,4%,0%,0%,?,-5%,-9,nt
CC1=C(C(=O)OC(C)C)C(c2cccs2)n2ncnc2N1 (configuration not stated),11,5%,1%,-7%,-2%,45%[activator],2%,-2%,-25%,-7,-4%
CSCC(C)N1CCC(n2nccc2NC(=O)CCCc2ccccc2)CC1 (configuration not stated),3,-1%,14%,-2%,-1%,4%,-3%,0%,nt,32,-21%
O=C(CSc1nc2ccc(Cl)cc2[nH]1)NCCc1ccc(Cl)cc1,-6,0%,4%,-8%,-9%,-1%,2%,?,1%,3,15%
COc1ccc(-n2c(SCC(=O)Nc3ccc4c(c3)OCO4)nc3c(c2=O)SCC3)cc1,9,0%,1%,27%,-7%,0%,0%,-3%,-4%,1,-6%[11.7 µM]
CC1(C)CC(c2nc(-c3ccc(Cl)cc3)cs2)CCS1 (configuration not stated),-6,-3%,-7%,-11%,?,?,-2%,17%,-1%,-6,9%
NC(=O)C1CCN(C(=O)CCSc2ccc(Cl)cc2)CC1,5,-8%,1%,-5%,-10%,-1%,1%,-1%,-2%,2,-11%
CCN(CC)C(=O)C1CC(=O)OC12CCCCC2 (configuration not stated),-3,-1%,2%,-3%,0%,6%,0%,-22%,-3%,-4,2%
COc1cc2c(cc1OC)C(c1ccccc1N)=NCC2,1,0%,0%,17%,2%,-2%,nt,?,?,-6,nt
O=C1NNC(=O)C1c1ccccc1,10,13%,-6%,-1%,1%,3%,2%,22%,nt,-6,9%
Cc1ccc(C)c(N2CCN(C(=O)CCS(=O)(=O)c3ccc4c(c3)NC(=O)CO4)CC2)c1,2,-7%,0%,1%,-7%,-4%,-4%,4%,nt,4,8%
Cc1ccc(-c2nc3cccnc3s2)cc1NC(=O)C1c2ccccc2Oc2ccccc21,-1,-1%,0%,32%[activator],0%,13%,nt,?,-1%,-2,-10%
CCCC(NS(=O)(=O)c1ccc(Br)cc1)C(=O)O (configuration not stated),-5,-1%,4%,-14%,-14%,5%,1%,2%,-2%,-7,-3%
C/C(=N/NS(=O)(=O)c1ccccc1)c1c[nH]c2ccccc12,-13,1%,0%,8%,11%,-4%,-1%,5%,8%,7,24%
Cc1cc(C(=O)N/N=C/c2ccc(O)c(O)c2O)c(C)n1-c1ccccc1,-29,9%,-2%,-1%,2%,-12%,0%,7%,28µM*,-2,?
Cc1cc([N+](=O)[O-])nn1Cc1ccc(C(=O)N/N=C/c2ccccc2)cc1,-6,1%,0%,?,-26%,5%,3%,3%,9%,1,4%
CC(C)N1CCC(N2CCN(Cc3ccc(Oc4ncccn4)cc3)CC2CCO)CC1 (configuration not stated),7,-5%,-6%,-2%,-2%,-2%,-2%,?,-2%,10,nt
CCN(CC)CCN1C(=O)c2ccccc2NC1c1ccc(C)cc1 (configuration not stated),6,-7%,-3%,3%,-9%,213%[activator],-1%,2%,5%,46,nt
CN1Cc2c(N3CCOCC3)nc(SCCC#N)c(C#N)c2CC1(C)C,2,2%,1%,?,-27%,8%,5%,-9%,-5%,1,nt
Cc1ccc(C)c(NC(=O)c2cc3ccccc3o2)c1,4,-4%,1%,-3%,?,-7%,-6%,?,0%,-18,0%
CC(C)NC(=S)Nc1ccc2cn[nH]c2c1,8,-7%,0%,-10%,-4%,3%,1%,1%,-6%,-10,5%
CC(C)N(C=O)C1(C(=O)NC2CCCCC2)CCCCC1,-4,3%,0%,-5%,-21%,1%,3%,2%,9%,-10,-2%
ON=C1/C(=N\O)CC2(C/C1=N/O)OCCO2,12,?,1%,?,5%,-1%,3%,3%,-22%,-6,8%
COc1ccc(NC2CCCN(C(=O)CCCn3cncn3)C2)cc1OC (configuration not stated),-13,-2%,2%,11%,1%,5%,-1%,1%,nt,7,7%
CCc1nccn1CCC(=O)NC1CC(C)(C)Cc2c1cnn2-c1ccc(C)cc1 (configuration not stated),-17,1%,5%,-14%,6%,4%,-6%,3%,0%,-3,nt
COc1ccc(CN=C2Nc3ccccc3CS2)cc1,-9,-2%,1%,-10%,9%,2%,1%,-1%,-9%,7,-2%
CCN(CC)C(c1ccc(F)cc1)c1nnnn1C1CCCCC1 (configuration not stated),-1,8%,-2%,0%,-1%,0%,1%,3%,1%,-1,?
Cc1nc(NC(=O)c2cccs2)ccc1Br,-13,2%,7%,-2%,0%,5%,1%,?,-15%,7,11%
O=[N+]([O-])c1cnn(-c2nc(-c3cccs3)cc(C(F)(F)F)n2)c1,0,1%,3%,12%,-3%,-1%,5%,1%,-7%,-1,19%
Cc1ccc(N2CC(C(=O)NC3CCSC3=O)CC2=O)cc1 (configuration not stated),-2,-2%,3%,0%,3%,-1%,2%,0%,5%,4,4%

# Compound activity: PubChem BioAssay, National Center for Advancing Translational Sciences (NCATS)

# Not all compounds are listed, so the mix of outcomes need not match the whole.
